PTK2B oligo ant = blocks oligomerization of human Pyk2 in cells | z-score (the deposit names both 25 µM and 10 µM) | 99,000 compounds, 0.83% hits | Q293 cells, Pyk2 FERM NanoBiT luminescence; stronger effect = lower value | Q14289;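 active means Z-score of -3 or lower, scaled per plate to the spread of control and sample wells; inactive means z-score above -3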;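 further: negative z-score means lost luminescence so less FERM oligomerization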
CD11b adhes inh = blocks human CD11b/CD18 adhesion to fibrinogen | inhibition, % at 10 µM | P05107+P11215 | AID 1497 | 93,000 compounds, 0.54% hits | K562 CD11b/CD18 adhesion to fibrinogen, ATPlite luminescence; Mn2+ added to activate the integrin;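 active means primary inhibition of 50% or more at 10 µM, then 40% or more on retest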; further: some results filed as inactive read as strong as hits
CYP2C19 act = increases human CYP2C19 enzyme activity; recombinant CYP2C19, luciferin-H EGE luminescence; stronger effect = higher value; 0 = fully inhibited enzyme, 1 = untreated enzyme; 96,000 tested, under 10 active; AID 1025; P33261; activation factor at 5 µM;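 active means activation factor of at least 2 at 5 µM in the primary screen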;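 further: 0 = wells with 2.5 mM tranylcypromine and 1 = vehicle-only wells; values of inactives mirror those of a sister screen read the other way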
Target sequence (P33261 whole entry, looked up): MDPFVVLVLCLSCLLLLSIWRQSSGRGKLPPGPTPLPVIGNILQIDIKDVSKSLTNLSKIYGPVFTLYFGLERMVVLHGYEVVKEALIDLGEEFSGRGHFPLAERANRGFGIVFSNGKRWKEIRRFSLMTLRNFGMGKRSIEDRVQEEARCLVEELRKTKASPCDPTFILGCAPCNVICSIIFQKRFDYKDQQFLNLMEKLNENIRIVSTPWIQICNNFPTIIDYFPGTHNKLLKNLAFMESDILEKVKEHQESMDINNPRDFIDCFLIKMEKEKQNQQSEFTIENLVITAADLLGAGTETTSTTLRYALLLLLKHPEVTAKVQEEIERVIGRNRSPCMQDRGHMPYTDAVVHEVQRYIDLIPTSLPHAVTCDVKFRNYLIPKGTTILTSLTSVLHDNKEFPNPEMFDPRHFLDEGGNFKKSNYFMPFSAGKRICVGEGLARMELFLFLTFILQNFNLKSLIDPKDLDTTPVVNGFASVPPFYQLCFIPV
Mac1 fbg enh = CD11b/CD18-fibrinogen binding enhancement; P05107+P11215; K562 CD11b/CD18 adhesion to fibrinogen, ATPlite luminescence; activation, % at 10 µM; 93,000 compounds, 0.07% hits; AID 1499;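 active means 10 µM primary screen giving 50% or more activity, confirmed by 40% or more on retest at that dose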; further: strong numbers were not always called active; reference of the scale not given here
CYP2C9 inh = blocks human cytochrome P450 2C9; P11712; CYP2C9 Supersomes, luciferin-H conversion, luminescence; inhibition, % at 5 µM; 96,000 compounds, 20% hits; AID 777;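 active means blocking of liver enzyme CYP2C9 beyond about 50% at 5 µM, limit read from the data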; further: values of inactives mirror those of a sister screen read the other way
Target sequence (P11712 whole entry, looked up): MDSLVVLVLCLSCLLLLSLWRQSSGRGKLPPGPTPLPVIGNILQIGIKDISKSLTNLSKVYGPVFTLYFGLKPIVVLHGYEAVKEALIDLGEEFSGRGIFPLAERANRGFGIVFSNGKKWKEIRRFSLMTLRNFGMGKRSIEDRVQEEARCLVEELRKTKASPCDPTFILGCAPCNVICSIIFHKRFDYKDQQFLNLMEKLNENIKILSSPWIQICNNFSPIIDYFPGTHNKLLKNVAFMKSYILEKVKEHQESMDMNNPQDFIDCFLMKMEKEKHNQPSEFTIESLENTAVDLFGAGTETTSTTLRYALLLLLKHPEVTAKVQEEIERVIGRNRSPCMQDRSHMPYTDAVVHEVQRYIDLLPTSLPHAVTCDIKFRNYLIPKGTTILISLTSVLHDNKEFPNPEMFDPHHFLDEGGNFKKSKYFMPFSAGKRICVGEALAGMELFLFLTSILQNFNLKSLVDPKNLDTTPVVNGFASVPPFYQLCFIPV
MT1-MMP txn act = activates MT1-MMP transcription. HT1080 MT1-MMP promoter luciferase reporter, luminescence, overnight; stronger effect = higher value. activation factor at 10 µM. 86,000 compounds, 0.16% hits. AID 750;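 active means activation factor of at least 2 for MT1-MMP transcription at 10 µM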
CYP2C19 inhib = human CYP2C19 inhibition; P33261; CYP2C19 Supersomes, luciferin-H EGE luminescence, 30 min; inhibition, % at 5 µM; 96,000 compounds, 21% hits; AID 778;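 active means CYP2C19 inhibition above a set limit at 5 µM in the primary screen, cut at about 50% in these data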;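 further: plate controls were negative control wells for no effect and 2.5 mM tranylcypromine positive control for full effect; values of inactives mirror those of a sister screen read the other way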
PLAP act = human PLAP activation; purified PLAP enzyme, luminescent substrate read-out; stronger effect = higher value; activation fold at 20 µM; 96,000 compounds, 1.2% hits; in the data active means activation fold above about 2
CYP2C9 act = increases human cytochrome P450 2C9 activity; recombinant CYP2C9, luciferin-H conversion, luminescence; stronger effect = higher value; factor 1 = untreated enzyme, 0 = blocked; P11712; 96,000 compounds, 1.4% hits; activation factor at 5 µM;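 active means activation factor of 2 or more for CYP2C9 at a 5 µM dose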;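 further: 0 = sulfaphenazole-blocked wells and 1 = vehicle-only wells; values of inactives mirror those of a sister screen read the other way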
Active calls of the source: *; · = no result given.

SMILES	PTK2B oligo ant	CD11b adhes inh	CYP2C19 act	Mac1 fbg enh	CYP2C9 inh	MT1-MMP txn act	CYP2C19 inhib	PLAP act	CYP2C9 act
COc1ccc2[nH]c3c(N4CC(C)OC(C)C4)ncnc3c2c1 (centres undefined)	·	-20	0.5	1	69*	1	54*	1.1	0.3
Cc1ccc2ncnc(Nc3ccc(C)c(C)c3)c2c1	-0.66	-18	0.6	-1	48	1.2	40	0.9	0.5
COC(=O)c1[nH]c2c(c1C)C(=O)CC(c1cc(OC)ccc1OC)C2 (centres undefined)	·	9	0.9	-1	30	1.1	5	0.9	0.7
CSc1oc(-c2ccccc2)nc1S(=O)(=O)c1ccc(C)cc1	-2.9	-18	0.9	1	-9	1.1	8	0.9	1.1
O=C(CSc1nc2ccccc2n1CC(=O)N1CCCC1)Nc1ccc2c(c1)OCO2	0.49	0	0.8	-5	29	1.2	22	1	0.7
CCC(Sc1nc(C)cc(=O)[nH]1)C(=O)Nc1sc2c(c1C#N)CCCC2 (centres undefined)	-0.41	33	1	-4	33	1.1	-1	0.9	0.7
CCc1nc(N)c(C#N)c(-c2ccc(O)c(OC)c2)c1C	-1.2	-3	0.5	3	-5	1.1	53*	0.9	1
NC(=O)C1CCN(C(=O)c2cc(S(=O)(=O)N3CCOCC3)c(Cl)cc2Cl)CC1	0.58	-28	1	-2	0	1.1	4	1.3	1
CC12CCC(C(=O)NCCCN3CCOCC3)(OC1=O)C2(C)C (centres undefined)	0.84	-3	1.2	-1	-19	1.1	-20	1	1.2
CC1(C)Cc2c(c(-c3ccccc3)nc(N3CCCC3)c2C(N)=O)CO1	-0.7	8	1.1	1	-12	1.2	-11	1.1	1.1
CCC(=O)N1CCc2cc(S(=O)(=O)NC(C(=O)NCc3ccc(C)cc3)C(C)C)ccc21 (centres undefined)	0.05	-3	1.1	-1	1	1.2	-8	1.1	1
CCc1c(C)[nH]n(CCC#N)c1=O	0.55	-4	1	-2	-15	1.1	1	1	1.1
CCC(CC)c1nnc(NS(=O)(=O)Cc2ccccc2)s1	-0.64	6	1.1	-2	34	1.1	-10	1.3	0.7
CC1(C)OC(=O)C(=CNc2cccc(O)c2)C(=O)O1	-0.07	-4	0.9	10	9	1.2	5	1	0.9
Cc1ncoc1C(=O)Nc1nccs1	1.2	-2	0.9	0	14	1	11	1	0.9
COCCNC(=O)CCn1c(=O)oc2ccccc21	0.21	·	0.9	·	-24	1.1	6	0.8	1.2
CCCCn1c(SCn2nnc3ccccc3c2=O)nc2cc(C(=O)OC)ccc2c1=O	·	3	1	-2	16	1.2	3	1.2	0.8
CC(C)(C)c1ccc(C(=O)c2c[nH]c(C(=O)NCc3cccs3)c2)cc1	-0.99	8	1	8	8	·	0	0.9	0.9
CCN1CCCC1CNS(=O)(=O)c1cc(Br)cc2c1N(C(=O)C1CC1)CC2 (centres undefined)	0.18	-5	1	0	48	1	-5	1.7	0.5
CCC(Oc1cc(Cl)ccc1Cl)C(=O)NN1C(=O)C2C3CCC(C3=C(C)C)C2C1=O (centres undefined)	-0.63	-17	0.7	2	-9	·	31	0.9	1.1
O=C(NC1CCCCC1)C(c1ccncc1)N(Cc1ccccc1)C(=O)c1ccc(-c2ccccc2)[nH]1 (centres undefined)	-0.5	·	0.1	·	95*	·	93*	1.2	0.1
COc1ccc(NCC(=O)Nc2ccccc2C#N)cc1Cl	-0.93	3	0.1	-3	59*	·	95*	1.2	0.4
Cc1ccc(Nc2nc(C)cc(C)c2C(N)=O)cc1	1.2	6	0.9	-5	6	1.1	8	1	0.9
O=C(NCc1ccc(F)cc1)C1CCCN(S(=O)(=O)c2cccc3nsnc23)C1 (centres undefined)	-0.56	-17	0.6	0	8	1.1	36	0.9	0.9
COC(=O)c1ccccc1NC(=O)CSc1n[nH]c(CC(C)C)n1	-0.13	6	0.1	-1	-50	1.3	86*	2.4*	1.5
CCOn1c(=O)c(-c2cccs2)[n+]([O-])c2ccccc21	-0.83	3	0.4	0	53*	1.1	58*	1.1	0.5
CSc1nnnn1CCn1nnnc1SC	-0.09	11	1.2	-1	10	1.1	-16	1	0.9
CCC(=O)Nc1ccc(/C(C)=N\NS(=O)(=O)c2ccc(C)cc2)cc1	0.84	·	0.8	·	61*	·	16	1.1	0.4
O=c1nc2n(c3ncccc13)CCC2	0.48	-19	1	-1	-3	1	3	0.8	1
CC1=CC(C)(C)N(C(=O)CN2C(=O)c3ccccc3C2=O)c2ccccc21	-1.1	-10	0.7	2	87*	1.1	30	1.3	0.1

Reprinted at random: 6 entries already listed.
SMILES	PTK2B oligo ant	CD11b adhes inh	CYP2C19 act	Mac1 fbg enh	CYP2C9 inh	MT1-MMP txn act	CYP2C19 inhib	PLAP act	CYP2C9 act
COc1ccc(NCC(=O)Nc2ccccc2C#N)cc1Cl	-0.93	3	0.1	-3	59*	·	95*	1.2	0.4
Cc1ccc(Nc2nc(C)cc(C)c2C(N)=O)cc1	1.2	6	0.9	-5	6	1.1	8	1	0.9
CCC(=O)Nc1ccc(/C(C)=N\NS(=O)(=O)c2ccc(C)cc2)cc1	0.84	·	0.8	·	61*	·	16	1.1	0.4
O=C(NC1CCCCC1)C(c1ccncc1)N(Cc1ccccc1)C(=O)c1ccc(-c2ccccc2)[nH]1 (centres undefined)	-0.5	·	0.1	·	95*	·	93*	1.2	0.1
CCOn1c(=O)c(-c2cccs2)[n+]([O-])c2ccccc21	-0.83	3	0.4	0	53*	1.1	58*	1.1	0.5
O=c1nc2n(c3ncccc13)CCC2	0.48	-19	1	-1	-3	1	3	0.8	1

Additional results.
SMILES	PTK2B oligo ant	CD11b adhes inh	CYP2C19 act	Mac1 fbg enh	CYP2C9 inh	MT1-MMP txn act	CYP2C19 inhib	PLAP act	CYP2C9 act
C/C(Cl)=C\CSc1nnc2n(N)c(=O)c3ccccc3n12	-0.29	·	1	·	13	1	1	1.1	0.9
CCN(CC)C(=O)c1sc2[nH]c(=S)n(-c3ccccc3)c(=O)c2c1C	0.77	·	0.9	·	-20	·	11	1	1.2
Cc1ccc(S(=O)(=O)N2CCC(C(=O)N3CCC[C@H]3C(=O)NC3CCS(=O)(=O)C3)CC2)cc1 (some centres undefined)	1.3	-8	1.1	10	-13	1.1	-8	2*	1.1
O=C(Nc1ccc(CN2CCCCC2)cc1)c1ccc(Br)o1	0.21	-3	1.1	-2	-7	1.2	-6	0.8	1.1
O=C(CN(C1CC1)S(=O)(=O)c1ccc(S(=O)(=O)NC2CCCCC2)cc1)Nc1ccccc1	-1.7	-2	0	-4	96*	0.9	97*	0.9	0
Cc1ccc(-c2cc(C(F)(F)F)n3nc(C(=O)NCCCn4ccnc4)cc3n2)cc1C	-1.2	12	0.1	-2	80*	·	88*	1.4	0.2
COc1ccc(C)cc1NC(=O)CN1C(=O)c2cccc3cccc1c23	-0.75	-9	0.6	-2	29	1.1	38	0.9	0.7
O=C(Nc1ccccn1)NC12CC3CC(CC(C3)C1)C2	-0.59	11	0.8	-2	18	1.2	19	0.9	0.8
CCn1nc(C(=O)N[C@@H](CCSC)c2nc3ccccc3[nH]2)c2ccccc2c1=O	-0.21	-2	0.4	-1	96*	1.4	64*	1.5	0
Fc1ccc(CNc2cnccn2)cc1	-0.56	·	0.9	·	17	·	10	0.9	0.8
CNC(=O)c1ccc(OCc2ccccc2)c(OC)c1	3.9	8	0.7	-2	31	·	28	1.2	0.7
CCn1cc([N+](=O)[O-])c(C(=O)Nc2nc(-c3ccc(C)cc3)c(C)s2)n1	0	-1	0.9	-2	27	·	13	0.9	0.7
CC12Cc3ccc4ccccc4c3C=C1C[N+](C)(C)C2 (centres undefined)	0.15	-31	1	-2	-6	1	-1	1.1	1.1
COc1ccc(OC)c(C2NC(=O)NC(C)=C2C(=O)Nc2ccc(C)cc2C)c1 (centres undefined)	0.42	72	0.6	-2	24	1	44	1.1	0.8
CC(C)CN1C(=O)NC(NC(=O)c2cccnc2)(C(F)(F)F)C1=O (centres undefined)	1.4	-26	0.9	-1	1	1.4	9	0.9	1
CCC(=O)N1CCc2cc(S(=O)(=O)NCCC(=O)N3CCN(Cc4ccccc4)CC3)ccc21	0.69	5	0.8	3	21	1.1	16	1.2	0.8
CCOC(=O)CC(=O)CSc1nc2ccccc2c(=O)n1-c1ccc(C(=O)NCCOC)cc1	-0.23	-4	0.3	0	78*	1.1	74*	1.4	0.2
Nc1ccc(C(=O)OCCCc2nc3ccccc3[nH]2)cc1	-0.26	6	0.5	-3	19	1.1	51*	0.9	0.8
CC(C)(C)OC(=O)N1CCOCCOCCN(C(=O)OC(C)(C)C)CCOCC1	1	14	0.5	-3	39	1.3	48	1.7	0.6
COc1cccc(OCC(O)CN2CCN(CCO)CC2)c1 (centres undefined)	-0.03	-7	1.1	3	-3	1.1	-12	0.9	1
C=CCc1ccc(OCC(O)COCC)c(OC)c1 (centres undefined)	0.64	-11	0.8	-2	-14	1.5	22	0.9	1.1
CC1(C)CC(=O)N(CC(=O)NCc2ccc(F)cc2)c2ccccc2S1(=O)=O	·	-14	0.4	-4	8	1	62*	1	0.9
COc1nccnc1NS(=O)(=O)c1ccc(N=Cc2c(C)[nH]n(-c3ccc(C)c(C)c3)c2=O)cc1	0.12	12	1	-1	12	·	2	1.1	0.9
CCOCC(=O)Nc1nnc(SCCOC)s1	-0.15	-3	1	12	51*	1.1	1	1	0.5
CCOC(=O)C1CCCN(C(=O)c2ccc(CS(=O)(=O)c3ccc(C)cc3)o2)C1 (centres undefined)	·	0	0.9	8	83*	1	11	1.3	0.2
O=C(Nc1ccc(S(=O)(=O)N2CCc3ccccc32)cc1)c1ccc2c(c1)OCO2	-2.3	48	0.8	-6	40	1.4	19	0.7	0.6
CCn1nc(C(=O)Nc2nc3ccc(C)cc3s2)c2ccccc2c1=O	0.37	9	1.1	7	13	1	-8	1.1	0.9
CC(=O)Nc1ccc(S(=O)(=O)Oc2cccc(N3C(=O)C4CCCCC4C3=O)c2)cc1 (centres undefined)	-1.7	0	0.6	1	75*	·	41	1	0.2
O=C1C(=C(O)c2ccccc2)C(=O)c2ccccc21	0.27	6	1	0	44	1.5	1	1.3	0.6
CCOC(=O)c1ccc(NC(=O)C23CCC(C)(C(=O)O2)C3(C)C)cc1 (centres undefined)	-0.2	-3	0.9	-1	-6	1.5	11	1.2	1.1
c1ccc(Oc2cccc(OCCCn3cncn3)c2)cc1	-0.41	9	0	-1	94*	1.3	100*	1.6	0.1
CCN1CCc2c(C#N)c(N3CCCCC3)nc(NCc3ccccc3)c2C1	0.88	7	0.7	0	70*	1.1	30	1.4	0.3
Cc1nc2ccc(NC(=O)N(C(C)C)C(C)C)cc2s1	1.5	-2	1.1	-6	-1	1.1	-14	1.1	1
Cc1ccc(-c2nn3c(C)nnc3c3ccccc23)cc1S(=O)(=O)NC(C)c1ccccc1 (centres undefined)	-2.4	·	0.5	·	73*	1	50*	1.3	0.3
CC1(C)N=C(N)NC(Nc2cccc(Br)c2)=N1	0.23	-25	0.8	5	3	1.2	18	1.1	1
O=C(C1CCC(CNS(=O)(=O)c2cccc3cccnc23)CC1)N1CCc2ccccc21 (centres undefined)	·	8	0.2	2	12	·	80*	1.4	0.9
CC1(C)C(c2ccccc2)=NC(c2ccc(F)cc2)N1O (centres undefined)	0.39	30	0.6	17	-4	1.2	39	1.1	1
NNC(=O)C1CCCn2c1nc1sc3c(c1c2=O)CCCC3 (centres undefined)	0.31	-17	0.9	-2	22	1.1	12	0.8	0.8
Cc1ccccc1NC(=O)/C=C/c1cccc(C(F)(F)F)c1	-0.96	23	0.9	-1	-122	·	5	1	2.2*
CCCSc1nnc(-c2ccccc2N)c(=O)[nH]1	-1.4	-23	0.9	-2	8	1.3	6	1	0.9
Cc1ccccc1-n1ccnc1SCC(=O)O	-0.42	-29	0.8	-4	27	1.1	23	1	0.7
O=C(CSCc1ccccc1)Nc1nccs1	-0.3	10	0.5	0	44	1.2	50*	0.9	0.6

High-throughput results (PubChem)
